HCMV antiviral: human cytomegalovirus inhibition; HFF cells, HCMV-luciferase reporter, 72 h; hits give low values; activity change, negative = inhibition, % at 57.5 µM; actives 4.5% (n = 410,000); AID 1259415; in the data active means activity change below about -60%; inconclusive means no clear call, values can overlap the other calls; inactive means above about -39%
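Human foreskin fibroblasts infected with luciferase-reporter HCMV at MOI 1 PFU/cell, compounds at two doses. Luciferase measured 72 h post infection; normalized to buffer-only basal and Salinomycin (10uM) controls.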
AmpC no deterg: inhibitors of E. coli AmpC beta-lactamase without detergent; AmpC nitrocefin hydrolysis, absorbance 480 nm, 0.0001% Triton; Potency, µM (series often up to 57.1 µM), inactives show at the top dose activity change, negative = inhibition, most hits filed as inhibitors; actives 0.52% (n = 330,000); AID 485341;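 further: potency means the concentration at half of the fitted maximal effect; plate controls were no compound for no effect and no enzyme for full effect; nearly all actives have a fitted effect of over 20% in size; some results filed as inactive show a strong effect at the top dose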
Target sequence (P00811 whole entry, looked up): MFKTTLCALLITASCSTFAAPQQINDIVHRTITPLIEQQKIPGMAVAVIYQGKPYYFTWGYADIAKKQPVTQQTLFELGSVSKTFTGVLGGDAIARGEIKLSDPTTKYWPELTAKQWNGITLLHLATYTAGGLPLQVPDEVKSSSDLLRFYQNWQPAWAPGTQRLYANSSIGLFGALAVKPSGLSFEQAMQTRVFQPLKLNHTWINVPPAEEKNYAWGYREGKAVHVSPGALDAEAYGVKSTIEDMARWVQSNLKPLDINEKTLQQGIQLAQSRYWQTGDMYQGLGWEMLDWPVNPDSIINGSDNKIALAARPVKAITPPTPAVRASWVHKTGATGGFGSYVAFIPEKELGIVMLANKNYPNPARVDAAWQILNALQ
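20 mM phosphate pH 7.0 + 0.01% (detergent screen) or 0.0001% Triton X-100; 5.3 nM AmpC reagent; cpd preinc 15 min RT; nitrocefin (800 uM stock) to start; A480 q20 s × 4 min; Activity was normalised to no-enzyme and no-compound control wells.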
AmpC detergent: inhibitors of E. coli AmpC beta-lactamase with detergent | P00811 | AmpC hydrolysis of nitrocefin, absorbance 480 nm, 0.01% Triton | Potency, µM (top dose mostly 114 µM), for the others: at the top dose activity change, negative = inhibition, usual class: inhibitors | actives 0.041% (n = 370,000);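 further: potency means the concentration at half of the fitted maximal effect; 0% = no-compound wells and -100% = no-enzyme wells; nearly all actives have a fitted effect of over 25% in size; some results filed as inactive show a strong effect at the top dose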
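20 mM phosphate pH 7.0 + 0.01% (detergent screen) or 0.0001% Triton X-100; 5.3 nM AmpC reagent; cpd preinc 15 min RT; nitrocefin (800 uM stock) to start; A480 q20 s × 4 min; Activity was normalised to no-enzyme and no-compound control wells.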
TbPYK inhibitor: inhibitors of Trypanosoma brucei pyruvate kinase. TbPYK enzyme, Kinase-Glo Plus ATP luminescence, 45 min. Q57TT1. Potency, µM (highest dose often 76.8 µM), for the others: top-dose activity, negative = inhibition, actives largely listed as inhibitors. actives 0.12% (n = 410,000). AID 624173; further: potency means the concentration at half of the fitted maximal effect; nearly all actives have a fitted effect of over 50% in size
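T. brucei PYK with substrate was exposed to pin-transferred compounds across a concentration series, then started with 130 uM ADP (final). After 45 min at room temperature, Kinase-Glo Plus luminescence was read, normalized and curve-fitted.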
LmPK inh: LmPK (Leishmania mexicana) enzyme inhibition. Q27686. purified LmPK, Kinase-Glo ATP luminescence, 1 h. Potency, µM (titrated, usually from 57.5 µM), for the others: at the highest dose activity change, negative = inhibition, hits mostly inhibitors. actives 0.37% (n = 290,000). AID 1721; further: potency means the concentration at half of the fitted maximal effect
Target sequence (Q27686 whole entry, looked up): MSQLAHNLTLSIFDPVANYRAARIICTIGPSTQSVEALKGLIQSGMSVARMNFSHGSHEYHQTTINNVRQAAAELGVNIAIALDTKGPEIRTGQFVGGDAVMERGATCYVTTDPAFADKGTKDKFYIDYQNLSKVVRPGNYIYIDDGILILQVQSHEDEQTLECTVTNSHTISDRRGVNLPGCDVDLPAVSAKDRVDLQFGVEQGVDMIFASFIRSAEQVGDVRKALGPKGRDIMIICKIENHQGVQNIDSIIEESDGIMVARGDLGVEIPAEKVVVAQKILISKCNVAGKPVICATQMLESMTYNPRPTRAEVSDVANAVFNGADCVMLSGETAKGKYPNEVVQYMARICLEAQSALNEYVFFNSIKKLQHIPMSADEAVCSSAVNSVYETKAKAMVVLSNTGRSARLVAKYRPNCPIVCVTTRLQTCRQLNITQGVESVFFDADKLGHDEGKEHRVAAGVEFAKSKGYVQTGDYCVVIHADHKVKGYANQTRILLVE
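Pyruvate kinase activity monitored as ATP production (luciferase luminescence). Conditions: 0.1 nM enzyme, 0.5 mM PEP, 0.1 mM ADP, 1 h, RT; normalized against uninhibited and no-enzyme wells.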
Sm TGR inh: inhibitors of Schistosoma mansoni thioredoxin glutathione reductase. Q962Y6. purified TGR, DTNB reduction, TNB absorbance 405 nm. Potency, µM (series often up to 114 µM), for the others: top-dose activity change, negative = inhibition, usual class: inhibitors. actives 3% (n = 360,000); further: potency means the concentration at half of the fitted maximal effect; nearly all actives have a fitted effect of over 60% in size
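Kinetic colorimetric format: TGR-catalysed, NADPH-driven DTNB reduction monitored via TNB absorbance. Enzyme dispensed at 20 nM; compound exposure 15 min at room temperature before reaction start.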
AMA1 RON2 block: inhibitors of Plasmodium falciparum AMA1-RON2 interaction; AlphaScreen AMA1-biotinylated RON2 peptide binding; Potency, µM (titrated, usually from 58.2 µM), for the others: top-dose activity change, negative = inhibition, actives largely listed as inhibitors; actives 0.2% (n = 360,000); AID 720542;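 further: potency means the concentration at half of the fitted maximal effect; 0% = vehicle wells and -100% = peptide control; nearly all actives have a fitted effect of over 45% in size; some results filed as inactive show a strong effect at the top dose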
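AMA1 (3D7) with his tag at 25 nM final met compounds first, then biotinylated RON2 peptide at 25 nM; detection used donor plus acceptor beads, 10 µg/mL apiece, read by AlphaScreen after 30 min at room temperature.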
* = called active by the depositor; ? = inconclusive; . = no result given; [ ] = remark or other dose. Unless noted, the call rests on the fitted dose curve; in most records, active means well fitted curve in the direction sought with a large enough effect; inconclusive means small, poorly fitted or top-dose-only effect, or another doubt; inactive means no such curve, though single readings can be large; an effect the other way counts as inactive or inconclusive. Unless noted, on the % scale 0 is the no-effect control and ±100 the full control effect.

SMILES	HCMV antiviral	AmpC no deterg	AmpC detergent	TbPYK inhibitor	LmPK inh	Sm TGR inh	AMA1 RON2 block
CCC(C)(C)n1nnnc1C(c1ccc2ncccc2c1)N1CCCC(C)C1 (stereo not given)	-26	38%	?	-1%	6%	3%	-7%
c1ccc(-c2csc3ncnc(-n4cnc5ccccc54)c23)cc1	-25	-4%	1%	-10%	3%	12%	1%
COC(=O)c1ccc(CSc2nc3ccccc3c(=O)n2-c2ccc(OC)c(OC)c2)o1	23	99%[activator]	-4%	2%	8%	-12%	-13%
COc1cccc(NC2=NCCCCC2)c1	-20	-10%	4%	0%	3%	-1%	-3%
CCC(C)NC(=O)CNC(=S)N(Cc1ccc(F)cc1)C1CCCCC1 (stereo not given)	-11	67%[activator]	?	-1%	-3%	1%	14%
O=C(NCCCn1ccnc1)Nc1ccc(Cl)c(Cl)c1	-106*	-10%	0%	.	1%	14%	?
CC(C)NC(=O)CC(=O)N/N=C/c1ccccc1F	5	-12%	1%	7%	-1%	6%	1%
C=CCN1CCN(C(=O)CSc2ccccc2)CC1	40	4%	6%	1%	2%	0%	4%
O=C(Cc1cccc(NC(=O)C2CCN(C(=O)C3CCC3)CC2)c1)Nc1cccc(C(=O)N2CCOCC2)c1	-8	.	.	3%	.	.	-3%
C[C@H](CO)N1C[C@H](C)[C@@H](CN(C)C(=O)CN2CCOCC2)Oc2ncc(-c3cncnc3)cc2C1=O	16	.	.	-3%	.	.	15%
COCCNS(=O)(=O)c1ccc2c(c1)Cc1cc(S(=O)(=O)NCCOC)ccc1-2	2	-1%	1%	-25%	2%	-23%	4%
O=C(CSc1cn(CCNC(=O)c2ccc3ccccc3c2)c2ccccc12)NCc1ccco1	-68*	121%[activator]	?	-4%	3%	5%	14%
Cc1ccc(CNC(=O)C2CNc3cc(C)ccc3O2)cc1 (stereo not given)	24	-3%	-3%	0%	-5%	4%	1%
O=C(NCc1nnc(SCc2ccccc2)n1-c1ccccc1)C12CC3CC(CC(C3)C1)C2	31	61%[activator]	-2%	9%	0%	-22%	-3%[11.6 µM]
CCCOc1ccc(C(=O)Nc2ccc3c(c2)OCO3)cc1	111	-23%	3%	-14%	-13%	-7%	-10%
Cc1cccc2c1NC(=O)C21OCC(CO)([N+](=O)[O-])CO1 (stereo not given)	61	-10%	-11%	5%	-4%	-22%	8%
CCOCc1cnc(C)nc1NCC(=O)c1c(C)[nH]c2ccccc12	-80*	8%	-5%	4%	-3%	3%	-11%
Cc1ccc(/C=C/c2onc(C)c2S(=O)(=O)N2CCC(C(=O)Nc3ccc(OC(F)(F)F)cc3)CC2)cc1	?	.	-6%	3%	.	-1%	.
O=C(NCc1cccnc1)c1ccc(Cl)c(S(=O)(=O)N2CCCCCC2)c1	-4	24%	-10%	-15%	0%	6%	15%
NC(=S)N=Nc1c(O)[nH]c2cc(F)c(F)cc12	-29	-25%	-7%	-3%	-5%	-11%	65%[activator]
COc1ccc(S(=O)(=O)n2nc(OC(=O)c3cccs3)cc2N)cc1	41	-53%	-14%	-2%	5%	-20%	15%
COc1ccc(C(CC(=O)NC(C)c2ccc(-c3ccccc3)cc2)NC(C)=O)cc1 (stereo not given)	-17	57%[activator]	-11%	-8%	-6%	1%	-1%
COc1ccc(C(=O)Nc2ccc(CN3CCS(=O)(=O)CC3)cc2)cc1	-18	-12%	-2%	3%	3%	0%	1%
COc1cc2c(C#Cc3cccnc3)c(-c3ccsc3)oc(=O)c2cc1OC	-33	5%	.	0%	.	.	2%
COC(=O)C1(C(F)(F)F)N=C(C(F)(F)F)Nc2ccc(Cl)cc21 (stereo not given)	-102*	-3%	?	-4%	-4%	5%	6%

Arranged by length of the SMILES (highest first): some entries from above
SMILES	HCMV antiviral	AmpC no deterg	AmpC detergent	TbPYK inhibitor	LmPK inh	Sm TGR inh	AMA1 RON2 block
Cc1ccc(/C=C/c2onc(C)c2S(=O)(=O)N2CCC(C(=O)Nc3ccc(OC(F)(F)F)cc3)CC2)cc1	?	.	-6%	3%	.	-1%	.
COC(=O)c1ccc(CSc2nc3ccccc3c(=O)n2-c2ccc(OC)c(OC)c2)o1	23	99%[activator]	-4%	2%	8%	-12%	-13%
COc1cc2c(C#Cc3cccnc3)c(-c3ccsc3)oc(=O)c2cc1OC	-33	5%	.	0%	.	.	2%
CCC(C)(C)n1nnnc1C(c1ccc2ncccc2c1)N1CCCC(C)C1 (stereo not given)	-26	38%	?	-1%	6%	3%	-7%
CCOCc1cnc(C)nc1NCC(=O)c1c(C)[nH]c2ccccc12	-80*	8%	-5%	4%	-3%	3%	-11%

Next section:
SMILES	HCMV antiviral	AmpC no deterg	AmpC detergent	TbPYK inhibitor	LmPK inh	Sm TGR inh	AMA1 RON2 block
Cc1c(C)[n+](=O)c(-c2cccs2)c(C)n1[O-]	3	-7%	-6%	1%	-1%	0%	7%
CCOc1cc(/C=C/c2ccc3cccc([N+](=O)[O-])c3n2)cc(Cl)c1O	?	-17%	-10%	-14%	4%	-10%	-23%
O=S(=O)(Nc1ccc2c(c1)OCCO2)c1cnc[nH]1	-3	-17%	-7%	1%	-8%	0%	8%
COc1cc2c(cc1OC)C(c1cc(OC)c(OC)cc1[N+](=O)[O-])N(C(C)=O)CC2 (stereo not given)	-4	-17%	-7%	-3%	-6%	89µM*	-11%
CCC(C(=O)OC)n1cnc2c(cnn2-c2ccc(F)cc2)c1=O (stereo not given)	12	.	16%	-1%	.	-1%	.
CC(C)CNC(=O)c1cc(-c2ccc3c(c2)OCO3)on1	50	-15%	-4%	-2%	-3%	3%	6%
Cc1ccc(OCC(=O)NNC(=O)c2ccc3c(=O)n4c(nc3c2)CCC4)cc1	10	2%	0%	2%	.	2%	88%[activator]
O=S(=O)(c1ccc2ccccc2c1)N1CCN(C2CCN(Cc3ccccc3)CC2)CC1	-28	54%	1%	-7%	4%	-18%	?
O=C(/C=C/c1c(Cl)nc2ccccn12)N1CCCCC1	-35	-12%	0%	-3%	-5%	8%	4%
CNC(=O)COc1coc(CN2CCN(c3ccccc3OC)CC2)cc1=O	95	-15%	-14%	1%	-6%	-12%	1%
Cc1ccc2nc(Cl)c(C#N)cc2c1	-37	-15%	2%	1%	2%	-4%	-6%
O=C(COc1ccc2c3c(c(=O)oc2c1)CCCC3)NCCCn1ccnc1	-24	-1%	?	0%	-11%	0%	-12%
COc1ccc(C(=O)OCC(=O)Nc2ccc(OC)c(S(=O)(=O)N3CCCCC3)c2)cc1[N+](=O)[O-]	1	-16%	?	4%	.	-15%	22%
CC1CC(OCC(O)C[N+]2(C)CCOCC2)CC(C)(C)C1 (stereo not given)	?	-2%	-3%	1%	0%	0%	-2%
COc1ccc(N/C(=N/c2nc(C)cc(C)n2)NC(=O)Nc2ccc(Cl)c(Cl)c2)c(OC)c1	2	-46%	-2%	-7%	-6%	-10%	-12%
O=C(CS(=O)(=O)c1ccccc1)N1CCN(c2ccccc2)CC1	-6	-10%	?	-7%	.	0%	13%
Cc1cc(C)c(NC(=O)Cn2c([N+](=O)[O-])cnc2C)c(C)c1	-26	-6%	4%	1%	1%	39%[activator]	2%
COc1ccc(-c2nnnn2C)cc1S(=O)(=O)Nc1ccc(C)cc1C	20	-18%	-15%	-4%	2%	-11%	15%
COC(=O)c1ccc(NC(=S)NC(=O)c2c(-c3ccccc3)noc2C)cc1	4	-33%	1%	-2%	10%	-22%	56%[activator]
Cc1cc(C)cc(Nc2cc(C(=O)NCc3ccccc3)c3ccccc3n2)c1	-18	.	8%	2%	.	35µM*	.
N#C/C(=C\c1ccc(Cl)cc1)c1nc2ccccc2[nH]1	-3	.	-2%	2%	.	-2%	.
CC(=O)OCC12COC3c4ccccc4OC(C)(CC1C)C3C2C (stereo not given)	-9	69%[activator]	-4%	3%	-5%	-1%	-2%
Oc1ccc(Cn2ccnc2)c2cccnc12	-11	-2%	3%	2%	-6%	22µM*	-85%
O=C(CSC1=NS(=O)(=O)c2cc(Cl)ccc2N1)Nc1ccccc1F	-36	-17%	?	3%	.	-1%	0%
C#CCN[C@H](C)Cc1ccccc1	-5	-23%	-1%	3%	.	-4%	-6%

Carrying on.
SMILES	HCMV antiviral	AmpC no deterg	AmpC detergent	TbPYK inhibitor	LmPK inh	Sm TGR inh	AMA1 RON2 block
CCCCN(C)CCC(=O)Nc1ccc(F)c(F)c1	34	1%	-7%	4%	1%	8%	7%
CCCN(CC(=O)Nc1ccccc1C)C(=O)c1nn(CC)c(=O)c2ccccc12	-2	-16%	-11%	-11%	.	-3%	-8%[11.6 µM]
COc1ccc(-n2nnnc2C(CCc2ccccc2)N2CCN(C/C=C/c3ccccc3)CC2)cc1 (stereo not given)	-18	.	.	4%	.	.	?
Cc1ccc(NS(=O)(=O)c2ccc3c(c2)CCN3C(=O)C2CC2)c(C)c1	-12	.	6%	-2%	.	-2%	.
O=S(=O)(c1ccc(Br)cc1)c1nc(-c2ccco2)oc1NCCCn1ccnc1	-3	121%[activator]	-1%	-2%	.	22µM*	-19%
OCCN(Cc1ccccc1)CC1CC=CCC1 (stereo not given)	-10	?	0%	15%	3%	-5%	-5%

Complete entries as entered above. Values in the order: HCMV antiviral, AmpC no deterg, AmpC detergent, TbPYK inhibitor, LmPK inh, Sm TGR inh, AMA1 RON2 block
`CCCN(CC(=O)Nc1ccccc1C)C(=O)c1nn(CC)c(=O)c2ccccc12` is listed as -2, -16%, -11%, -11%, ., -3%, -8%[11.6 µM]
`COc1ccc(-n2nnnc2C(CCc2ccccc2)N2CCN(C/C=C/c3ccccc3)CC2)cc1` (stereo not given) is listed as -18, ., ., 4%, ., ., ?
`CCCCN(C)CCC(=O)Nc1ccc(F)c(F)c1` is listed as 34, 1%, -7%, 4%, 1%, 8%, 7%
`OCCN(Cc1ccccc1)CC1CC=CCC1` (stereo not given) is listed as -10, ?, 0%, 15%, 3%, -5%, -5%

Two entries from above in another layout:
> CCCCN(C)CCC(=O)Nc1ccc(F)c(F)c1
  HCMV antiviral: 34	AmpC no deterg: 1%	AmpC detergent: -7%	TbPYK inhibitor: 4%	LmPK inh: 1%	Sm TGR inh: 8%	AMA1 RON2 block: 7%

> CCCN(CC(=O)Nc1ccccc1C)C(=O)c1nn(CC)c(=O)c2ccccc12
  HCMV antiviral: -2	AmpC no deterg: -16%	AmpC detergent: -11%	TbPYK inhibitor: -11%	LmPK inh: .	Sm TGR inh: -3%	AMA1 RON2 block: -8%[11.6 µM]

High-throughput results from PubChem BioAssay.
